Screening data as filed in PubChem BioAssay.
GPR151 ag: human GPR151 activation | Q8TDV0 | PathHunter beta-arrestin GPR151 cells, luminescence | activation, % at 11.2 µM | hit rate 1% among 650,000; in the data active = activation above about 4.9%;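 note: 0% = median of compound wells and 100% = cells with positive control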
MITF primary: inhibitors of human MITF. O75030. AlphaScreen MITF homodimerization, bead proximity signal. inhibition, % at 2.6 µM. hit rate 0.91% among 650,000. AID 1259374; in the data active = inhibition above about 50%;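 note: 0% = vehicle wells with protein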
FBW7 activator: human FBW7 E3 ligase activation, primary screen | AlphaScreen FBW7–phospho-cyclin E peptide binding, activator screen | normalized activity (activation), % at 26.1 µM | hit rate 0.13% among 650,000 | AID 1259310; in the data active = normalized activity above about 1.9%;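 note: purified mutant Fbw7 with reduced substrate affinity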
Target sequence (Q969H0 whole entry, looked up): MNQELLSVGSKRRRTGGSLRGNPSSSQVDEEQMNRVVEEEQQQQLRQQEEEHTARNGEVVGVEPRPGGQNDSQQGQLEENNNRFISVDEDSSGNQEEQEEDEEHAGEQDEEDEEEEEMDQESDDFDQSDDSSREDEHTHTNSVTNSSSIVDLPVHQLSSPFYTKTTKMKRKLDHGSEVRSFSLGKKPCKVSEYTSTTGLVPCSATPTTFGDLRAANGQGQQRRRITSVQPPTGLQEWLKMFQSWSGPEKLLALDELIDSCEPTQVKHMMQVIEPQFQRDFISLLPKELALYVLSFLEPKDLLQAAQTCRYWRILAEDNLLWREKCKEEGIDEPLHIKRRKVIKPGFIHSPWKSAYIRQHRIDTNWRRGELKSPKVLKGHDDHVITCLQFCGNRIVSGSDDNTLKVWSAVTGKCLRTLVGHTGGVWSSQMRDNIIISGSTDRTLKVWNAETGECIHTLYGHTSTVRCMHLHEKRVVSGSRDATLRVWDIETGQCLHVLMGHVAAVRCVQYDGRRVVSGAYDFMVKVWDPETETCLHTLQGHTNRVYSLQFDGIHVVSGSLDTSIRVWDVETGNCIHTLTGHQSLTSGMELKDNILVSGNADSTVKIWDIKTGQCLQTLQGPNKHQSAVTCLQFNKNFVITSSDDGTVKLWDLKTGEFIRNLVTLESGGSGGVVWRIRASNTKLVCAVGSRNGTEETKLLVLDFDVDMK
TEAD-YAP block: TEAD-YAP interaction inhibition; HEK-TIYL cells, TEAD-Gal4/YAP UAS-luciferase luminescence; inhibition, % at 9.12 µM; hit rate 1.4% among 640,000; AID 1259422; in the data active = inhibition above about 32%;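 note: 0% = median of test compound wells and 100% = reference inhibitor wells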
Numbers without * were called inactive; x = not tested or not shown.

Start of the data: the first three compounds (preview)
SMILES	GPR151 ag	MITF primary	FBW7 activator	TEAD-YAP block
CN(C)c1ccc(/C=N/N2C(=O)C3C(C2=O)C2C=CC3C23CC3)cc1Br (stereo not given)	-0.9	-10	-0.2	-4
O=C(Cn1nnc2ccccc21)c1ccccc1	0.8	5	-0.1	-19
O=C(COc1ccc(Cl)cc1)NNC(=O)CSc1nncs1	-1.1	21	0.5	1

The list itself, from the first entry:
SMILES	GPR151 ag	MITF primary	FBW7 activator	TEAD-YAP block
CN(C)c1ccc(/C=N/N2C(=O)C3C(C2=O)C2C=CC3C23CC3)cc1Br (stereo not given)	-0.9	-10	-0.2	-4
O=C(Cn1nnc2ccccc21)c1ccccc1	0.8	5	-0.1	-19
O=C(COc1ccc(Cl)cc1)NNC(=O)CSc1nncs1	-1.1	21	0.5	1
COc1ccc(NC(=S)Nc2ccccc2C(C)=O)cc1	-0.3	11	0.5	8
CC(NS(=O)(=O)c1cc(Cl)ccc1Cl)C(=O)Nc1cccc([N+](=O)[O-])c1 (stereo not given)	7.7*	0	-0.1	6
CNC(=O)/C(C#N)=C/c1cn(CC(=O)NCCCOC)c2ccccc12	0.7	5	0.1	4
CC(=O)c1ccc2c3c(ccc(N)c13)CC2	2.6	8	-0.1	14
CON(C)C(=O)c1cn2c(n1)sc1ccccc12	-4.2	16	0.3	-12
Cc1nc2nc(CN)nn2c(C)c1CCC(=O)NCc1ccccc1Cl	1.2	-1	-0.4	6
O=C(COc1ccc2c(c1)C(=O)CC2)Nc1ccc(N2CCOCC2)cc1	-1.2	1	-0.3	7
O=C(Nc1ccccc1O)c1ccc2c(c1)C(=O)N(c1cccc(C(=O)c3ccccc3)c1)C2=O	-0.6	3	0.1	-1
N#C/C(=C/c1ccc(CNS(=O)(=O)c2ccc(Cl)cc2)o1)C(=O)NC1CCCCC1	-0.6	18	1.2	-1
O=C(CN1CCC(O)(c2cccnc2)CC1)NCc1ccc2c(c1)OCO2	2.3	-17	-0.1	-7
Cc1ccccc1NC(=O)c1c(NC(=O)Cc2ccccc2)sc2c1CCCC2	0.8	3	0.0	4
Cc1ccc(N2CC(C(=O)N3CCN(c4ccc(-c5ccncc5)nn4)CC3)CC2=O)cc1C (stereo not given)	-0.4	12	-0.1	7
COc1ccc(CCNC(=O)c2sc3ncn(CC(=O)Nc4cccc(C(F)(F)F)c4)c(=O)c3c2C)cc1OC	1.0	10	-0.3	-4
Fc1cccc2sc(Nc3nnc(-c4ccco4)o3)nc12	-1.3	0	-0.1	-49
COc1ccc2o/c(=N\c3sc4c(c3C(N)=O)CCCC4)c(-c3nc4ccccc4[nH]3)cc2c1	-0.7	8	-0.2	-2
COc1ccccc1CN1CCCC(C(N)=O)C1 (stereo not given)	0.6	2	0.0	-1
Cc1ccc2cc(/C=C(\C#N)C(N)=O)c(=O)[nH]c2c1	-1.0	5	0.4	-1
CC(C)C(NC(=O)CCN1C(=O)c2ccccc2C1=O)c1ccccc1 (stereo not given)	0.8	-3	-0.7	8
O=C(CSc1nnc(NC(=O)Cc2cccc3ccccc23)s1)NCc1ccco1	2.2	5	0.0	6
NC1=NC(=Nc2ccc(I)cc2)c2ccccc21	0.1	5	-0.3	16
CCOC(=O)c1cnc(SCC(=O)Nc2ccc(C)c(Br)c2)nc1N	0.6	-3	-0.1	-10
CCCOc1ccc(Cl)cc1C=C1C(=O)NC(=O)NC1=O	2.8	-2	0.0	-4
C=CCN(CC=C)CCOCCOc1ccccc1OCC	0.0	15	0.1	-20
NC(C(=O)Nc1ccc(-c2cnn(-c3ccc(Cl)cc3)c2)cc1)c1ccc(Cl)cc1 (stereo not given)	0.7	-6	0.3	-27
Cc1ccc(C(C)CCN2CCOc3ccc(C(O)c4cccnc4)cc3C2)o1 (stereo not given)	-0.7	0	0.2	7
COc1ccc(CNC2CCC(O)CC2)cc1 (stereo not given)	-0.1	34	-0.1	-3
COc1cc(CN2CCCC2)c([N+](=O)[O-])cc1OC	-0.2	-4	-0.1	-6
COc1ccc(CCNC(=O)CN(c2ccc(C(C)C)cc2)S(C)(=O)=O)cc1	0.1	12	-0.1	-15
C=CCNC(CC(=O)Nc1cccc(Cl)c1C)C(=O)O (stereo not given)	1.9	12	0.1	5
Cc1cccc(NC(=S)NC(=O)c2ccccc2)n1	0.0	14	-0.1	-30
COc1cccc(C(=O)N[C@H]2C[C@H]3C(=O)N[C@H](CO)C(=O)N3C2)c1	-0.4	-10	0.2	-2
COc1cccc(NC(=O)c2oc3ccc(S(=O)(=O)N4CCOCC4)cc3c2C)c1	2.8	2	-0.1	23
c1ccc(CN2CCC(Nc3ncnc4ccccc34)CC2)cc1	-0.2	-10	-0.1	33*
CCc1c2cc(OC)c(OC)cc2cc(=O)n1Cc1ccccc1	-1.8	6	0.0	16
Cc1ccc(C)c(N2CCN(C(=O)CCNC(=O)Cn3ccc4ccccc4c3=O)CC2)c1	1.1	12	0.2	-4
CCOC(=O)c1c(C)oc2ccc(OCC(=O)c3ccc(OC)cc3)cc12	1.1	1	-0.1	-18
CCC(=O)Nc1nnc(-c2cccc(C)c2)s1	-0.7	14	0.2	-32
CO[C@@]1(NC(=O)C2SC(=C(C(N)=O)C(=O)O)S2)C(=O)N2C(C(=O)O)=C(CSc3nnnn3C)CS[C@@H]21 (stereo not given in full)	0.3	3	-0.1	x
CCC(C)NC(=O)C1CCN(S(=O)(=O)c2cccnc2)CC1 (stereo not given)	0.0	-1	0.1	3
COc1cccc(-c2ccccc2NC(=O)C2CCN(Cc3nccn3C)CC2)c1	-0.2	6	-0.1	4
CCCC(=O)Nc1nnc(S(=O)(=O)N(CC)c2ccccc2)s1	1.4	-8	0.0	3
Cn1cc(C(=O)N/N=C/c2ccc(Br)cc2)ccc1=O	-0.1	21	0.1	6
O=C1C=C(c2cccc([N+](=O)[O-])c2)C(=O)N1c1ccc(Br)cc1	0.6	21	0.2	5
CCOc1ccc2[nH]c(=O)c(CN(Cc3cccnc3)C(=O)CC)cc2c1	1.1	6	1.5	0
O=C(NCCCN1CCOCC1)C(=O)Nc1ccccc1Cl	0.8	10	0.0	-4
Cc1ccc(Br)cc1NCN1C(=O)c2ccc(Br)cc2C1=O	0.3	8	0.0	8
COCCN(Cc1cc2ccccc2[nH]c1=O)C(=O)c1ccc(Cl)cc1	-0.1	-3	0.0	3
COCC(=O)NC1CCN(C(=O)Nc2cccc(C(C)=O)c2)CC1	0.0	-2	0.1	-7
O=S(=O)(c1ccccc1)N1CCCC(C(F)(F)F)C1 (stereo not given)	-1.2	-8	-0.1	4
O=C(Nc1ccc(S(=O)(=O)N2CCCCC2)cc1)c1ccccc1[N+](=O)[O-]	0.9	-2	0.8	8
CCOC(=O)c1sc2nc(SCC(=O)NCCc3ccccc3)n(CC3CCCO3)c(=O)c2c1C (stereo not given)	0.7	-3	0.1	12
O=C(Cc1ccccc1)Nc1nnc(Cc2ccc(Cl)cc2)s1	-0.2	2	0.0	12
COc1cc(/C=N/NC(=O)CNC(=O)c2ccccc2Cl)ccc1O	4.0	-5	-0.1	0
Cc1ccnc(NC(=O)C2C3C=CC(C3)C2C(=O)O)c1 (stereo not given)	-0.3	4	0.0	1
COc1ccc(Br)cc1CN1CCC(C(N)=O)CC1	0.4	-8	0.0	7
O=C(Nc1ccc(NC(=O)C2CCCCC2)cn1)c1ccco1	-1.4	12	-0.1	28
CCOc1cc(C2C(C#N)=C(N)Oc3n[nH]c(-c4ccc(OC)cc4)c32)cc(Br)c1OC(=O)N1CCOCC1 (stereo not given)	-0.1	2	-0.2	5
Next compounds
SMILES	GPR151 ag	MITF primary	FBW7 activator	TEAD-YAP block
O=C(COc1ncnc2c(Cl)cc(Cl)cc12)Nc1ccc2c(c1)OCO2	0.1	7	0.0	18
CCOC(=O)/C(C#N)=C/c1c[nH]c2ccccc12	0.2	-11	0.0	-33
COc1ccccc1/C=N/NC(=O)CCn1nnc2ccccc21	-2.1	10	0.1	-1
COc1ccc(Br)cc1C1=N/C(=C\c2ccccc2C(F)(F)F)C(=O)O1	1.4	-6	-0.1	-5
COC(=O)c1cccc(C(=O)Nc2ccc(Br)cc2)n1	-1.6	-9	-0.1	-22
COc1cccc(C2C(C(N)=O)=C(C)Nc3nc(-c4cccc(Cl)c4)nn32)c1 (stereo not given)	1.2	4	0.2	-1
COc1ccc(C2CC(=O)C3=C(C2)Nc2ccccc2NC3c2cccc(OC)c2OC)cc1OC (stereo not given)	0.2	3	-0.1	-2
O=C(Nc1ccc(-c2cscn2)cc1)C1CCCN(C(=O)CCN2CCCO2)C1 (stereo not given)	-0.9	-1	0.1	5
CC(=O)c1cccc(NS(=O)(=O)c2cnc[nH]2)c1	-0.9	6	0.0	-6
COc1ccc(/C=C/C(=O)Nc2ccccc2[N+](=O)[O-])cc1Br	3.4	3	-0.1	-5
CCN1CCc2c(sc(NC(=O)c3cc(Cl)ccc3Cl)c2C(N)=O)C1	1.6	-20	-0.1	0
CCN(CC)c1ccc2cc(/C(N)=N\NC(=O)c3ccc([N+](=O)[O-])cc3)c(=O)oc2c1	0.0	4	0.2	13

Some of the entries so far, with each value named:
COc1cccc(-c2ccccc2NC(=O)C2CCN(Cc3nccn3C)CC2)c1
  GPR151 ag: -0.2
  MITF primary: 6
  FBW7 activator: -0.1
  TEAD-YAP block: 4

CCCC(=O)Nc1nnc(S(=O)(=O)N(CC)c2ccccc2)s1
  GPR151 ag: 1.4
  MITF primary: -8
  FBW7 activator: 0.0
  TEAD-YAP block: 3

Cn1cc(C(=O)N/N=C/c2ccc(Br)cc2)ccc1=O
  GPR151 ag: -0.1
  MITF primary: 21
  FBW7 activator: 0.1
  TEAD-YAP block: 6

O=C1C=C(c2cccc([N+](=O)[O-])c2)C(=O)N1c1ccc(Br)cc1
  GPR151 ag: 0.6
  MITF primary: 21
  FBW7 activator: 0.2
  TEAD-YAP block: 5

Later entries
SMILES	GPR151 ag	MITF primary	FBW7 activator	TEAD-YAP block
O=C(O)CN1C(=O)/C(=C/c2cccc([N+](=O)[O-])c2)SC1=S	0.3	5	-0.2	-3
CC1COC(c2cccn2Cc2ccccc2Cl)=N1 (stereo not given)	2.0	1	-0.3	-8
COc1ccc(NC(=O)CSc2nncc3ccccc23)c([N+](=O)[O-])c1	0.8	7	-0.3	-4
CCOc1cc([N+](=O)[O-])cc(/C=N\NC(=O)CNc2ccccc2C)c1O	0.5	16	-0.1	4
COc1ccc(-c2nc(C)cc(NCCN(C(C)C)C(C)C)n2)cn1	-1.9	9	0.3	7
O=C(c1cc(Cl)cc(Cl)c1)N1CCc2nc(N3CCCC3)[nH]c(=O)c2C1	-0.1	-5	-0.1	2
Cc1cccc(OC(=O)c2nc(S(C)(=O)=O)ncc2Cl)c1C	-0.3	15	0.3	56*
CCC(=O)Nc1nc(C)c(-c2cn3cccc(C)c3n2)s1	-0.4	13	1.0	-7
O=C(NCc1ccccn1)C(=O)N/N=C/c1cccc2ccccc12	-0.8	-2	-0.2	-4
Fc1ccccc1CSc1nc(NCc2ccccc2)c2ccccc2n1	-1.1	-325	0.0	-3
O=C(c1cc(COc2ccc3ncccc3c2)on1)N1CCCC(OCc2ccccn2)C1 (stereo not given)	1.6	6	-0.1	39*
Cc1nc(-c2ccc(S(=O)(=O)NCCCN)s2)cs1	0.6	-13	0.2	3
Cc1ccc(C(C)NC(=O)c2ccco2)cc1C (stereo not given)	0.1	-7	-0.3	-3
CC1=NN(C(N)=S)C(=O)C1N=Nc1cccc(C(=O)O)c1 (stereo not given)	-6.0	11	-0.6	-4
CCn1c(=O)c2cc(C(=O)N3CCCCC3)sc2c2ccccc21	1.8	-3	0.5	-6
O=C1CCN(Cc2cc(F)cc(F)c2)CCN1Cc1ccc(F)cc1	1.2	-16	-0.1	-8
Cc1ccc(OCC(=O)Nc2cc(-c3nc4cc(C)ccc4o3)ccc2Cl)c(C)c1	-0.5	-21	0.1	-1
N#Cc1c(-c2ccncc2)cc(-c2ccc(Cl)cc2)nc1N	5.4*	-11	-0.1	-7
Cc1ccc(C(=O)Nc2nc(C)cs2)cc1	-8.3	14	-0.1	-10
O=[N+]([O-])c1ccc(N2CCN(S(=O)(=O)c3cccc4nsnc34)CC2)c(C(F)(F)F)c1	1.7	-9	0.0	-9
O=C(CC1C(=O)NCCN1CCc1ccccc1)NCCOc1cccnc1 (stereo not given)	0.3	9	0.0	11
COc1ccc(/C=C/C(=O)NCCN2CCOCC2)cc1S(=O)(=O)N1CCCCC1	0.4	14	0.3	9
CCCCc1ccc(NC(=O)c2sc3[nH]c(=O)c(C(=O)O)cc3c2N)cc1	-1.6	2	0.2	1
CN(C)S(=O)(=O)c1cccc(C(=O)Nc2cccc(I)c2)c1	-0.2	2	0.0	-23
COC(=O)c1c(NC(=O)COc2ccc(F)cc2)sc2c1CCCC2	0.3	9	0.1	-12
CCn1c(Cc2ccc(OC)cc2)nnc1SCC(=O)Nc1ccc(C(=O)OC)cc1	0.2	19	0.2	22
CS(=O)(=O)N(CC(=O)NCc1ccco1)c1ccc(I)cc1	0.0	-13	0.0	-15
c1cn(-c2ccc(Nc3cc(NCCN4CCOCC4)ncn3)cc2)cn1	-0.8	21	0.3	2
CCc1ccccc1-n1c(C)cc(/C=C2/C(=N)N3OC(C)=CC3=NC2=O)c1C	-0.1	7	0.1	9
COc1ccc(C(=O)Cc2cc(OC)c(OC)cc2Br)c(OC)c1	0.5	-6	0.1	4
